TrxR1 substrate: rat thioredoxin reductase 1 substrate activity; O89049; purified TrxR1 substrate turnover, NADPH consumption readout; Potency, µM (doses to about 114 µM), for inactives: top-dose activity change, negative = substrate turnover; hit rate 0.01% among 390,000; AID 588456; further: potency means the concentration at half of the fitted maximal effect; on the % scale 0 is the no-effect control and ±100 the full control effect; nearly all actives have a fitted effect of over 50% in size
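Rat TrxR1, dispensed at 90 nM, was prereduced with 400 uM NADPH (final) for 5 min at ~22 deg C, then incubated with compound 15 min before 400 uM selenite. A first-read NADPH fluorescence drop versus no-compound background flagged substrates.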
Vif-A3G inh: blocks the Vif interaction with human APOBEC3G; Potency, µM (highest dose often 46.1 µM), for inactives: at the top dose activity, negative = active, actives largely listed as inhibitors; hit rate 0.076% among 410,000; Q9HC16; HeLa A3G-eYFP + Vif (tagged APOBEC3G with the HIV-1 protein that degrades it), YFP fluorescence, overnight;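 further: potency means the concentration at half of the fitted maximal effect; on the % scale 0 is the no-effect control and ±100 the full control effect; nearly all actives have a fitted effect of over 60% in size; hits raise eYFP signal because A3G escapes Vif-driven loss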
Target sequence (Q9HC16 whole entry, looked up): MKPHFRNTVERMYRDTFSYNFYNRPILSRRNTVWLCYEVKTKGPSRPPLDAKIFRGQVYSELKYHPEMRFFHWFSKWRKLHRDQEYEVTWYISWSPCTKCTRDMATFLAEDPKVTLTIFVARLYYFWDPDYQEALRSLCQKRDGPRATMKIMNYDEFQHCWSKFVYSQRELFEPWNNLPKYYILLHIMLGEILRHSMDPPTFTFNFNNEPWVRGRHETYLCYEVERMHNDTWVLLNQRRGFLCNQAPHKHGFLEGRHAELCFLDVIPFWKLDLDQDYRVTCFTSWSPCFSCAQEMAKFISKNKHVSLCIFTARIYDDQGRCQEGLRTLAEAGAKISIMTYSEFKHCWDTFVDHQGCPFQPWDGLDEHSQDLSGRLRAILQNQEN
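HeLa cells stably expressing Vif and C-terminally eYFP-tagged A3G, seeded overnight at 37 deg C, then exposed to compound by pintool overnight at 37 deg C. Rise in yellow fluorescence (Ex 488/Em 500-530, Acumen) marks blocked Vif-driven A3G degradation.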
USP1-UAF1 inh: USP1/UAF1 (human) deubiquitinase inhibition; O94782; recombinant USP1/UAF1, Ub-Rhodamine cleavage fluorescence; Potency, µM (series often up to 57.1 µM), without a hit: at the highest dose activity change, negative = inhibition, actives largely listed as inhibitors; hit rate 0.23% among 390,000; AID 743255; further: potency means the concentration at half of the fitted maximal effect; on the % scale 0 is the no-effect control and ±100 the full control effect; nearly all actives have a fitted effect of over 60% in size; inactives centre near -12
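1 nM enzyme complex + cpd, 15 min RT; start with Ub-Rho 150nM final; kinetic fluorescence ex 480/em 540, 6 reads q60 s. Buffer 50mM HEPES pH 7.8, 0.5mM EDTA, 0.1 mg/ml BSA, 1mM TCEP, 0.01% Tween-20.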
IDH1 R132H inh: inhibitors of human mutant IDH1 R132H; O75874; IDH1-R132H enzyme, NADPH consumption, diaphorase/resazurin fluorescence; Potency, µM (series often up to 76.6 µM), without a hit: at the highest dose activity change, negative = inhibition, most hits filed as inhibitors; hit rate 0.093% among 390,000; further: potency means the concentration at half of the fitted maximal effect; on the % scale 0 is the no-effect control and ±100 the full control effect; nearly all actives have a fitted effect of over 65% in size
Target sequence (O75874 whole entry R132H, stated change not applied): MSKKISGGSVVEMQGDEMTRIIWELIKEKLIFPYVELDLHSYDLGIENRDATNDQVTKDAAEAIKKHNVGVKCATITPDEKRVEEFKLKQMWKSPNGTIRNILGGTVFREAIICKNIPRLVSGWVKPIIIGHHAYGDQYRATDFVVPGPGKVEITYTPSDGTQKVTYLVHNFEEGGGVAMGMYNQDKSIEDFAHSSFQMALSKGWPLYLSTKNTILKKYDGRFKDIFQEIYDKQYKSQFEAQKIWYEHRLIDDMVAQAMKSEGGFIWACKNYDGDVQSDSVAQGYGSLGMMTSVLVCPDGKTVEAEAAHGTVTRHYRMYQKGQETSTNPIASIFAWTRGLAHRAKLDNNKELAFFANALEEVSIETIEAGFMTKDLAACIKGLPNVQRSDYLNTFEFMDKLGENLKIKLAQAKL
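IDH1-R132H (0.5 ug/mL) preincubated 30 min with compound, then NADPH (0.016 mM) and alpha-KG (2 mM) added; 80 min at RT, pH 7.5. Remaining NADPH coupled via diaphorase/resazurin to fluorescence (540/590 nm); concentration-response curves normalized to no-enzyme control.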
RXFP1 agonist: activates the human relaxin receptor RXFP1; HEK293T-RXFP1 cAMP TR-FRET, 30 min; response scale: percent of porcine relaxin response, buffer zero; Potency, µM (top dose mostly 57.5 µM), for inactives: at the highest dose activation, actives largely listed as activators; hit rate 0.3% among 370,000; further: potency means the concentration at half of the fitted maximal effect; on the % scale 0 is the no-effect control and ±100 the full control effect; nearly all actives have a fitted effect of over 60% in size; many of its hits are not listed in these tables
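HEK293 cells stably expressing RXFP1, treated 30 min at 37C with compounds plus PDE4 inhibitor Ro 20174; cAMP measured by HTRF TR-FRET. Normalized to buffer and 29 nM porcine relaxin; EC50 by Hill fit.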
GRP78 ERSR act: induces the endoplasmic reticulum stress response in human glioma cells | U87-MG GRP78 promoter luciferase reporter, 16 h | Potency, µM, for inactives: at the highest dose activation, usual class: activators | hit rate 0.02% among 420,000; further: potency means the concentration at half of the fitted maximal effect; series mostly up to about 76 µM; % of control where 0% means no effect; nearly all actives have a fitted effect of over 35% in size
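Stably transfected U87-MG human glioma cells carrying a GRP78-based luminescent sensor were seeded at 1000 cells/well, pin-dosed with compounds and incubated 16 h. Luciferase reagent was then added, and end-point luminescence was read after 10 min at room temperature.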
LDHA block: inhibitors of human lactate dehydrogenase A | P00338 | purified LDHA, NADH/diaphorase-resazurin fluorescence; active compounds read low | activity change, % (values are at about 110 or 230 µM) | hit rate 0.15% among 480,000; in the data active means activity change below about -30%; inconclusive means mostly about -25% to -30%;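 further: plate controls were DMSO wells for no effect and wells without enzyme for full effect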
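Human LDH5 at 2 nM final in Tris HCl pH 7.4 with 0.06 mM NADH and 0.2 mM pyruvate, reacted 5 minutes at room temperature. Remaining NADH coupled via diaphorase/resazurin; resorufin fluorescence read at 0 and 20 minutes, normalized to enzyme-free and DMSO wells.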
Vif-APOBEC3F blk: inhibitors of Vif-A3F interaction; HeLa A3F-eYFP + Vif (tagged APOBEC3F with the HIV-1 protein that degrades it), YFP fluorescence increase; Potency, µM (titrated, usually from 46.1 µM), for the others: top-dose activity, negative = active; hit rate 0.2% among 390,000; AID 602313; further: potency means the concentration at half of the fitted maximal effect; % of control where 0% means no effect; nearly all actives have a fitted effect of over 65% in size
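Fluorescence increase (Ex 488/Em 500-530) after overnight compound treatment at 37 deg C flags inhibition of Vif-driven A3F-eYFP loss in stable HeLa A3F-eYFP/Vif cells seeded overnight beforehand.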
PI4K2A block: inhibitors of human PI4K2A. Q9BTU6. purified PI4K2A, ADP-Glo luminescence, 1 h; active compounds read low. activity change, negative = inhibition, % at 76.9 µM. hit rate 0.13% among 420,000. AID 1346378; in the data active means activity change below about -50%; inconclusive means mostly about -30% to -49%;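 further: -100% = wells without enzyme as full effect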
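PI4K2A activity was measured by ADP-Glo luminescence: enzyme (4 ug/mL stock) and phosphatidylinositol (1.2 mM stock) in Tris pH 7.5/MgCl2/EGTA/Triton X-100 buffer were reacted with ATP (300 microM stock) for one hour at ambient temperature.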
Starred values were filed as active, the others as inactive; u = inconclusive; x = no result given; & = joins results of further samples; [ ] = remark or other dose. Unless noted, the call rests on the fitted dose curve; in most records, active means well fitted curve in the direction sought with a large enough effect; inconclusive means small, poorly fitted or top-dose-only effect, or another doubt; inactive means no such curve, though single readings can be large; an effect the other way counts as inactive or inconclusive. Only part of the results is shown; the hit share may differ from the screen's.

SMILES	TrxR1 substrate	Vif-A3G inh	USP1-UAF1 inh	IDH1 R132H inh	RXFP1 agonist	GRP78 ERSR act	LDHA block	Vif-APOBEC3F blk	PI4K2A block
CCOC(=O)C1=C(C)N=c2s/c(=C3\C(=O)Nc4ccccc43)c(=O)n2C1c1ccc2c(c1)OCO2 (stereo not drawn)	7%	0%	-26%	-8%	0.0%	-1%	-5	-2%	-11
O=c1[nH]c2ccccc2c(O)c1-c1ccccc1	4%	0%	-19%	18%	0.8%	-5%	-2	3%	6
Cc1ccc(NC(=O)CN2C(=O)COc3ccc(S(=O)(=O)NC4CCCC4)cc32)cc1N(C)C	-8%	0%	6%	-12%	3.5%	-2%	4	2%	1
COc1ccc(NC(=O)Cn2cc(C(=O)c3ccco3)c3ccccc32)cc1	-2%[57.1 µM]	-5%	0%	-2%	0.0%	-7%	-18	-2%	-2
O=C1c2cccc3cccc(c23)C(=O)N1CC1CCN(S(=O)(=O)c2ccc(F)cc2)CC1	124%[activator]	1%	-16%	-1%	1.1%	-6%	-4	4%	-1
CC(=O)c1ccc(OCC(O)CN2CCN(c3ccccn3)CC2)cc1 (stereo not drawn)	7%	0%	-17%	11%	1.2%	-4%	4	1%	-2
COc1cc(OC)cc(OC(=O)C2CCN(C(=O)c3ccc(F)cc3)CC2)c1	-4%	-1%	-11%	6%	1.0%	-5%	-3	-9%	2
COc1ccc(/C=N\NC(=O)c2ccc(F)cc2)cc1COc1ccccc1C(N)=O	16%	-1%	-8%	-2%	0.1%	-3%	-12	2%	0
COC(=O)c1ccc(CSc2nc3ccccc3s2)o1	6%	-4%	-13%	1%	0.2%	2%	-2	0%	-1
O=S(=O)(c1ccc(F)cc1)N1CCN(c2nc(-c3ccccc3)nc3cc(Cl)ccc23)CC1	12%[0.457 µM]	-3%	x	x	x	-3%	-5	x	x
O=c1[nH]c(SCc2nc3c(cnn3-c3ccccc3)c(=O)[nH]2)nc2ccccc12	10%	0%	u	6%	u	0%	-6	u	4
Cn1c(=O)[nH]c(=O)c2c1nc(N1CCCCC1)n2C/C=N/Nc1ccc(C(=O)O)cc1	-5%	1%	-13%	-1%	4.6%	-6%	-4	-1%	0

Profiles, quoted from the list. Order of screens: TrxR1 substrate | Vif-A3G inh | USP1-UAF1 inh | IDH1 R132H inh | RXFP1 agonist | GRP78 ERSR act | LDHA block | Vif-APOBEC3F blk | PI4K2A block
Profile of CC(=O)c1ccc(OCC(O)CN2CCN(c3ccccn3)CC2)cc1 (stereo not drawn) → 7% | 0% | -17% | 11% | 1.2% | -4% | 4 | 1% | -2
Profile of O=c1[nH]c(SCc2nc3c(cnn3-c3ccccc3)c(=O)[nH]2)nc2ccccc12 → 10% | 0% | u | 6% | u | 0% | -6 | u | 4
Profile of Cc1ccc(NC(=O)CN2C(=O)COc3ccc(S(=O)(=O)NC4CCCC4)cc32)cc1N(C)C → -8% | 0% | 6% | -12% | 3.5% | -2% | 4 | 2% | 1
Profile of COc1cc(OC)cc(OC(=O)C2CCN(C(=O)c3ccc(F)cc3)CC2)c1 → -4% | -1% | -11% | 6% | 1.0% | -5% | -3 | -9% | 2

(further entries)
SMILES	TrxR1 substrate	Vif-A3G inh	USP1-UAF1 inh	IDH1 R132H inh	RXFP1 agonist	GRP78 ERSR act	LDHA block	Vif-APOBEC3F blk	PI4K2A block
Cc1ccc(-n2c3c(c(O)c(-c4ccccc4)c2=O)C(=O)CC(C)(C)C3)cc1	-3%	0%	-21%	6%	0.0%	-3%	2	4%	-5
CCOC(=O)N(C)c1c(CC)nc2c(OCc3ccc(S(C)(=O)=O)cc3)cccn12	x	-4%	x	x	x	-1%	6	x	-2
COc1cc(CCCN2C(N)=NC[C@@H]2Cc2ccccc2)cc(OC)c1OC	5%	-7%	-13%	-10%	1.9%	-3%	1	2%	1
C[C@H](NC(=O)OC(C)(C)C)C(=O)NCC1CCC(C(=O)N[C@@H](Cc2ccccc2)C(=O)O)CC1 (stereo partly drawn)	2%	-6%	-22%	1%	-0.6%	-3%	0	-7%	-2
O=C(Nc1nnc(-c2ccccc2)o1)c1cc(Cl)sc1Cl	-11%	0%	1%	-3%	-1.5%	-3%	-7	-9%	1
c1ccc(Cn2nnc3cnccc32)cc1	4%	-6%	9%	-3%	-0.7%	-3%	-2	-11%	-1
Cc1cnc(C(=O)OCC(=O)N(C)CC(=O)Nc2ccccc2Cl)cn1	-10%	1%	-17%	-1%	0.0%	-3%	-3	-21%	0
CN(C(=O)c1ccnn1C)C1CCCN(Cc2ccccc2F)C1 (stereo not drawn)	-8%	-1%	-24%	-3%	-2.9%	-2%	-6	2%	-2
CN(C)c1ccc(CNC(=O)C2Cc3c(-c4ccccc4Oc4ccccc4)ccnc3O2)cc1 (stereo not drawn)	x	-4%	x	x	x	-4%	-3	x	0
CCOc1ccc(NC(=O)c2cc3n(n2)C(C(F)(F)F)CC(c2ccco2)N3)cc1 (stereo not drawn)	-5%	-6%	-4%	-2%	0.5%	-4%	-10	-16%	8
COc1ccccc1C(=O)Nc1cccc(NC(=O)c2ccccc2C)c1	-4%	-1%	-14%	0%	0.4%	-2%	-8	3%	6
CN(C(=O)c1cccc(NC(=O)Cc2ccc(NC(=O)C3CCN(C(=O)C4CCCC4)CC3)cc2)c1)C1CC1	3%	-1%	u	-6%[38.3 µM]	x	-5%	-5	2%	3
COC(=O)c1c(NC(NC(=O)C(C)C)C(Cl)(Cl)Cl)sc2c1CCC2 (stereo not drawn)	-11%	-7%	-14%	6%	0.1%	-4%	0	-25%	1
CC1(C(=O)NS(=O)(=O)c2ccccc2)CCN1C(=O)Cc1cc(F)ccc1F (stereo not drawn)	x	-1%	x	x	x	0%	-10	x	-3
O=C(NCCc1cn[nH]c1)C1CCC(=O)N(CCc2cccc(F)c2)C1 (stereo not drawn)	0%[57.1 µM]	0%	-8%	-3%	-2.0%	-4%	-12	4%	-3
Cc1nnc(SCC(=O)Nc2ccc(F)cc2F)n(N)c1=O	2%	-1%	-12%	9%	7.9%	-5%	-2	4%	-6
O=C(COC(=O)/C=C/c1cccc(F)c1)NC1CCCCCC1	-7%	-7%	-16%	3%	x	-1%	-6	1%	3
Nc1cc(C(=O)OCC(=O)NCC2CCCO2)ccc1Cl (stereo not drawn)	14%	-7%	-5%	7%	3.6%	-3%	-10	-8%	-2
COc1cccc(CNC(=O)CN2C(=O)COc3ccc(S(=O)(=O)N4CCOCC4)cc32)c1	3%&3%	0%&5%	-15%&-7%	2%&-16%	-1.1%&1.4%	-5%&-4%	-5&-5	5%&-12%	7&-2
Cc1ccc(C)c(S(=O)(=O)N2CCN(Cc3ccc(O)c4ncccc34)CC2)c1	0%	-10%	-22%	-8%	0.6%	-5%	9	-2%	-24
Clc1cccc(-c2nnc(CN3CCN(c4ccccn4)CC3)o2)c1	1%	1%	-7%	23%	0.5%	-3%	0	-2%	-1
CCOC(=O)c1cc2occc2n1Cc1c(F)cccc1Cl	0%	-10%	-20%	1%	-2.1%	-6%	-2	-11%	1
COCCNc1c2c(c(C#N)c3nc4ccccc4n13)CCCC2	5%	-8%	-4%	-1%	2.4%	-3%	1	-7%	-2
CCNC(=O)C1(C)CCCN(C(=O)c2nc3ccccc3s2)C1 (stereo not drawn)	x	-1%	x	x	x	0%	-5	x	7
Cc1noc(NS(=O)(=O)c2ccc(NC(=O)CCN3C(=O)c4ccccc4C3=O)cc2)c1C	9%[57.1 µM]	0%	-2%	-2%	9.6%	-3%	4	-17%	-12
CCOC(=O)C1=C(C)N(C)C(C)=C(C(=O)OCC)C1c1ccccn1	8%[57.1 µM]	-11%	-12%	3%	-0.4%	-5%	0	1%	2
CCOC(=O)N1CCC(N2CCN(S(=O)(=O)c3ccc4ccccc4c3)CC2)CC1	7%	0%	-8%	-1%	-0.6%	-4%	u	-1%	10
CCCCN1C(=O)c2ccc(C(=O)OCC(=O)N3CCN(c4ccccc4)CC3)cc2C1=O	-3%	0%	-10%	0%	0.1%	-3%	-3	-1%	-5
CCOC(=O)Cn1ccc(O)c(Cc2ccc(Cl)cc2Cl)c1=O	10%[57.1 µM]	-3%	-16%	1%	0.1%	-7%	-11	1%	-4
CCOc1ccc(Nc2nc3ccccc3n2C)cc1	9%[57.1 µM]	-2%	-2%	9%	x	2%	-4	11%	0
CCS(=O)(=O)N1CCN(S(=O)(=O)c2ccc3c(c2)OCCO3)CC1	-8%	1%	1%	-8%	-0.2%	-5%	-13	6%	2
CC(C)C[C@@H](CNCC(=O)[C@H](Cc1ccccc1)NC(=O)c1[nH]cnc1C(=O)N[C@@H](C)CN)NC(=O)c1nc[nH]c1C(=O)N[C@@H](CC(=O)O)C(=O)O	-5%	2%	-27%	6%	x	-3%	3	1%	1
O=C(Nc1ccccc1C(=O)NC1CCCC1)NC1CCCC1	1%	-4%	-19%	-4%	2.9%	-1%	-4	-1%	-2
CC1(C)CC(=O)C(C(O)c2ccc([N+](=O)[O-])cc2)C(C)(C)N1 (stereo not drawn)	6%[57.1 µM]	-2%	u	5%	0.3%	-5%	-2	0%	0

Screening data deposited in PubChem BioAssay by National Center for Advancing Translational Sciences (NCATS).
